Screening data deposited in PubChem BioAssay by The Scripps Research Institute Molecular Screening Center.
LYPLA1 inh – blocks human lysophospholipase 1, a PME1 counter-screen; inhibition, % at 5.9 µM; recombinant LYPLA1, FP-Rh probe fluorescence polarization; hit rate 0.16% among 320,000; O75608;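 active means inhibition above the mean of all tested compounds plus 3 SD, set per campaign, cut at about 14% in these data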;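 further: inhibitors block serine hydrolase probe labeling of LYPLA1 so polarization falls; 0% = enzyme with DMSO and 100% = wells lacking LYPLA1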
Target sequence (O75608 whole entry, looked up): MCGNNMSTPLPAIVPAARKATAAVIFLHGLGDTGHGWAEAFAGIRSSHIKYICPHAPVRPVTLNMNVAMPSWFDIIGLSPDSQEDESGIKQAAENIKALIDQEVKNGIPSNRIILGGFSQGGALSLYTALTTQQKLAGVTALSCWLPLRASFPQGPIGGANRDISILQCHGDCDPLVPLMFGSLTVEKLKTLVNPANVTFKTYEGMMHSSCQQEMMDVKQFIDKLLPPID
LYPLA2 counter – LYPLA2 (human) inhibition in PME1 counter-screen; hit rate 0.38% among 320,000; AID 2177; recombinant LYPLA2, FP-Rh probe fluorescence polarization; O95372; inhibition, % at 5.9 µM;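 active means inhibition above the screen-wide mean plus 3 SD, limit set per campaign, cut at about 26% in these data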;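 further: 0% = LYPLA2 with DMSO and 100% = wells lacking LYPLA2 enzyme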
Target sequence (O95372 whole entry, looked up): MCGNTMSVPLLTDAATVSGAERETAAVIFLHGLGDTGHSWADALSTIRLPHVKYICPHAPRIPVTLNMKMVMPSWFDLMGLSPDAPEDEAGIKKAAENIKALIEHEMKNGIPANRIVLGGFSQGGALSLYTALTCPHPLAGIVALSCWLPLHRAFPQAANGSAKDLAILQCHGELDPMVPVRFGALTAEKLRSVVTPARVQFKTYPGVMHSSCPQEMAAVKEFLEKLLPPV
PREPL inhibitor – human PREPL enzyme inhibition. recombinant PREPL, fluorescence polarization activity-based probe. inhibition, % at 5.96 µM. hit rate 0.68% among 320,000. AID 2751; in the data active means inhibition above about 43%;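 further: 0% = enzyme with DMSO and 100% = wells lacking enzyme; many of its hits are not listed in these tables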
pPAFAH inh – inhibitors of human plasma PAF acetylhydrolase (pPAFAH). Q13093. recombinant pPAFAH, FP-rhodamine probe fluorescence polarization. inhibition, % at 3.39 µM. hit rate 1.5% among 330,000. AID 463082;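 active means inhibition above the mean inhibition across the screen plus 3 SD, cut at about 25% in these data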;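 further: inhibitors block binding of the rhodamine activity-based probe so polarization drops; 0% = enzyme with DMSO and 100% = wells lacking pPAFAH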
PAFAH1B2 FP inh – PAFAH1B2 (human) inhibition. inhibition, % at 3.39 µM. hit rate 1.2% among 340,000. recombinant PAFAH1B2, FP-rhodamine activity probe, fluorescence polarization. AID 492953;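 active means inhibition above the mean of all tested compounds plus 3 SD, cut at about 24% in these data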;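 further: 0% = enzyme with DMSO and 100% = wells lacking PAFAH1B2; many of its hits are not listed in these tables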
PAFAH1B3 inh – inhibitors of human PAFAH1B3; Q15102; recombinant PAFAH1B3, FP-rhodamine probe, fluorescence polarization; inhibition, % at 3.39 µM; hit rate 0.28% among 340,000; AID 492972;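 active means inhibition above the screen-wide average of all tested compounds plus 3 SD, cut at about 25% in these data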;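 further: 0% = enzyme with DMSO only and 100% = wells lacking PAFAH1B3 protein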
PME-1 primary – PME-1 (human) inhibition. inhibition, % at 5.9 µM. Q9Y570. AID 2130. recombinant PME-1, FP-Rh probe fluorescence polarization. hit rate 0.53% among 320,000;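 active means inhibition above the campaign mean of all compounds plus 3 SD, cut at about 26% in these data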;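 further: competitive labeling of PME-1 active site by serine hydrolase directed probe; 0% = PME-1 with DMSO and 100% = wells lacking PME-1 enzyme; inhibitors block probe labeling so polarization falls and inhibition rises; many of its hits are not listed in these tables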
Target sequence (Q9Y570 whole entry, looked up): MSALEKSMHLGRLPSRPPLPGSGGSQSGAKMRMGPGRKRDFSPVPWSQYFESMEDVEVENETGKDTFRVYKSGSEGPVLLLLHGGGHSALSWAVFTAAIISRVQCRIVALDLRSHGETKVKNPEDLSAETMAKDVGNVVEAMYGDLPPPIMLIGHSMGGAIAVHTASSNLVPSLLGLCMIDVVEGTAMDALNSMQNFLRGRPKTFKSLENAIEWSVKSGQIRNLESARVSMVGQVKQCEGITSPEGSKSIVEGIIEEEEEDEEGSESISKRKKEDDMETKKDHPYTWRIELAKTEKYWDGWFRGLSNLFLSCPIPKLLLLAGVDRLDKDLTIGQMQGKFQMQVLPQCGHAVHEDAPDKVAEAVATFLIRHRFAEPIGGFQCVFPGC
GSTO1 counter – GSTO1 inhibition, counter-screen for RBBP9 inhibitors; inhibition, % at 5.96 µM; hit rate 1.1% among 300,000; AID 1974; recombinant GSTO1, activity-based probe fluorescence polarization;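 active means inhibition above the campaign mean inhibition plus 3 SD, cut at about 35% in these data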;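 further: 0% = GSTO1-1 with DMSO and 100% = wells lacking GSTO1-1 enzyme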
Target sequence (P78417 whole entry, looked up): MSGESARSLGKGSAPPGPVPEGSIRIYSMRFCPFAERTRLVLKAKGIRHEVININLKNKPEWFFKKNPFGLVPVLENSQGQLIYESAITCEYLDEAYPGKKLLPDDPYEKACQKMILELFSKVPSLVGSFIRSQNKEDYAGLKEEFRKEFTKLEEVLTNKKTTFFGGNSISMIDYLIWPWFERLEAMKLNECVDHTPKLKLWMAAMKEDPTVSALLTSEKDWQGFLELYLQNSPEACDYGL
PAD4 FP inh – inhibitors of human PAD4 | hit rate 0.41% among 330,000 | inhibition, % at 6.36 µM | recombinant PAD4, RCA probe fluorescence polarization;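 active means percent inhibition above a cutoff equal to the mean of all tested compounds plus 3 SD, cut at about 15% in these data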;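 further: 0% = PAD4 with RCA probe and DMSO and 100% = probe without PAD4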
* marks the source's active call; other numbers are inactive results; nt = not tested or not shown; & = joins results of further samples. An excerpt; the hit share may differ from the screen's.

A first look (three entries):
SMILES | LYPLA1 inh | LYPLA2 counter | PREPL inhibitor | pPAFAH inh | PAFAH1B2 FP inh | PAFAH1B3 inh | PME-1 primary | GSTO1 counter | PAD4 FP inh
CC12CCC(=O)N1C(C(=O)Nc1nc(-c3ccccc3)cs1)CS2 (centres undefined) | -1 | -2 | -6 | -4 | 0 | -7 | -6 | -7 | -1
COc1ccc(C2CC(c3ccccc3)=NN2C(=O)CN2CCN(Cc3ccccc3)CC2)cc1 (centres undefined) | -3 | 0 | 21 | -1 | 5 | -3 | -1 | 1 | -1
Cc1nn(Cc2ccccc2)c(Cl)c1/C=C/C(=O)OCC(=O)NC(C)C(C)C (centres undefined) | 0 | 2 | 1 | 3 | 7 | 0 | 10 | 10 | 0

The listing, from the start:
SMILES | LYPLA1 inh | LYPLA2 counter | PREPL inhibitor | pPAFAH inh | PAFAH1B2 FP inh | PAFAH1B3 inh | PME-1 primary | GSTO1 counter | PAD4 FP inh
CC12CCC(=O)N1C(C(=O)Nc1nc(-c3ccccc3)cs1)CS2 (centres undefined) | -1 | -2 | -6 | -4 | 0 | -7 | -6 | -7 | -1
COc1ccc(C2CC(c3ccccc3)=NN2C(=O)CN2CCN(Cc3ccccc3)CC2)cc1 (centres undefined) | -3 | 0 | 21 | -1 | 5 | -3 | -1 | 1 | -1
Cc1nn(Cc2ccccc2)c(Cl)c1/C=C/C(=O)OCC(=O)NC(C)C(C)C (centres undefined) | 0 | 2 | 1 | 3 | 7 | 0 | 10 | 10 | 0
COc1ccc(OCC(O)CN2C(=O)c3ccccc3C2=O)cc1 (centres undefined) | 2 | 3 | -5 | 6 | 4 | 8 | -3 | 2 | -1
CCOc1cc(C(=O)N2CCCC2)cc(OCC)c1OCC | -2 | -11 | 7 | -9 | 2 | -4 | -1 | 7 | 0
CCOC(=O)N1CCN(C(=O)Nc2ccc3nc(-c4ccccn4)c(-c4ccccn4)nc3c2)CC1 | -6 | 0 | -2 | -2 | 1 | 0 | -4 | -5 | 0
COc1ccc(OC)c(CNc2ncc(-c3cccc([N+](=O)[O-])c3)n2C)c1 | -1 | 1 | 13 | 6 | 3 | 8 | 0 | 1 | -3
Fc1ccc(-n2cc(CNCCc3cccnc3)c(-c3ccccc3Cl)n2)cc1 | 2 | 1 | -35 | 3 | 2 | 10 | -5 | 2 | 0
COc1ccc(Nc2nc3c(C)cccc3cc2C#N)c(OC)c1 | 1 | 10 | 4 | 7 | -1 | 0 | 3 | 6 | -3
CC(C)c1cc(C(=O)N2CCCC(CCC(=O)N3CCN(c4ccccn4)CC3)C2)no1 (centres undefined) | 5 | 4 | 7 | 1 | 1 | -2 | -3 | 7 | -4
CC/C(=N\NC(=O)CNC(=O)/C=C/c1ccc(OC)cc1)c1ccccc1 | -2 | -8 | -8 | -6 | -2 | 11 | -8 | 2 | 1
C=CCn1c(SCC(=O)Nc2c(C)cccc2C)nnc1-c1cnccn1 | -3 | -2 | 3 | 2 | -2 | 11 | -3 | -4 | 2
O=C(Cn1cnc2c(nnn2Cc2ccc(Cl)cc2)c1=O)N1CCCc2ccccc21 | 5 | 3 | 12 | 3 | 14 | 1 | 6 | 4 | 4
CCOC(=O)c1cc(NC(=O)NC2CCCCC2)c(C)nc1C | -2 | 6 | 8 | 4 | 7 | 9 | 4 | 2 | 1
Cc1ccc2nc(-c3ccc(NC(=O)CN4C(=O)c5ccccc5C4=O)cc3)sc2c1 | -6 | -3 | 3 | 5 | -5 | 5 | -2 | -2 | -5
O=C(CCc1nnc(CCCc2ccccc2)o1)NC(C1CC1)C1CC1 | -2 | -4 | 10 | -1 | 4 | 4 | -1 | 3 | -1
Cc1csc2c(N3CCN(C(=S)Nc4ccc(F)cc4F)CC3)ncnc12 | -1 | 1 | 3 | 0 | 3 | 8 | -1 | -5 | -4
Cc1ccc(C(C(=O)NC2CCCC2)N2CCCC(C)C2)cc1 (centres undefined) | 3 | 1 | 4 | 9 | 3 | 0 | -5 | -1 | 1
O=C(c1ccc(Cl)cc1)c1ccc(OCC(O)CN2CCOCC2)cc1 (centres undefined) | 1 | 1 | -5 | 12 | 2 | 3 | 1 | 1 | -5
Cc1ccc(C2C(C#N)=C(N)Oc3c2c(=O)n(C)c(=O)n3C)cc1 (centres undefined) | -2 | -1 | -3 | 1 | 3 | -4 | -2 | 9 | 1
COc1cc(-c2cc(-c3ccc(N)cc3)[nH]c(=O)c2C#N)cc(OC)c1OC | 0 | 9 | 3 | 5 | -3 | 4 | 2 | 1 | -6
CCCCc1cc(=O)oc2cc(OS(C)(=O)=O)ccc12 | 2 | -2 | 0 | 5 | 5 | 7 | -1 | -2 | 3
CC(=O)N1[C@H](Cc2ccccc2)C=C[C@]1(C)C(=O)NCc1ccc(C)o1 | -2 | -1 | -2 | 1 | -4 | 4 | -3 | -1 | 1
CCc1cc(/C(Cc2ccc3ccccc3n2)=N\O)c(O)cc1O | 8 | 17 | 28 | 20 | 24 | 41* | 34* | 8 | -6
COc1cc(C(=O)NCC(=O)OCC(=O)Nc2nnc(-c3ccccc3)o2)cc(OC)c1OC | 0 | 2 | -4 | -2 | 2 | 5 | -2 | 12 | -3
Cc1ccnc(N/N=C/c2ccccc2)n1 | 2 | 7 | -1 | 6 | 5 | 2 | -11 | 2 | -6
CCn1c(SCC(=O)N/N=C/c2ccc(C)o2)nnc1-c1ccc(C(C)(C)C)cc1 | 4 | -4 | 12 | 5 | 24 | -7 | 6 | 6 | -1
O=C(O)C1C2C=CC(C2)C1C(=O)NCCCc1ccccc1 (centres undefined) | 0 | -5 | -7 | -3 | 8 | 0 | -2 | 3 | -3
CC(C)(C)N=Cc1cc(-c2ccccc2)sc1O | 2 | 4 | -1 | 8 | 11 | 6 | -2 | 5 | -3
O=C(Nc1nnc(C(F)(F)F)s1)C1COc2ccccc2O1 (centres undefined) | -2 | 5 | -1 | 7 | 6 | 16 | 0 | -13 | 2
CCCCC(=O)Nc1ccc2c(c1)OCCO2 | -4 | 1 | -6 | 2 | 0 | -6 | -2 | 1 | -3
Cc1ccc(S(=O)(=O)/N=C(\Nc2cc(C)on2)c2ccc(Cl)cc2)cc1 | 0 | 3 | -7 | 2 | 21 | -1 | -1 | 0 | -3
CCOc1ccc2nc(C)cc(Nc3cccc([N+](=O)[O-])c3)c2c1 | -1 | 4 | 29 | 8 | -1 | 1 | -4 | 2 | -6
Cn1c(N)c(C(=O)COC(=O)/C=C/c2cccc(C(F)(F)F)c2)c(=O)n(C)c1=O | -3 | -1 | 35 | 0 | -8 | 7 | 2 | nt | -3
Cc1ccc(C(=O)NC(=S)Nc2ccc(-c3ccc(CO)o3)cc2)cc1 | -11 | -15 | -4 | 0 | -1 | 3 | 0 | -2 | -8
CC1CCCC/C1=N\Nc1ccc(S(N)(=O)=O)cc1[N+](=O)[O-] (centres undefined) | 0 | 2 | 18 | 5 | 3 | 4 | 19 | 2 | -2
COc1ccc(S(=O)(=O)Nc2ccc(N3CCOCC3)nc2)cc1 | 0 | -1 | 33 | 5 | 4 | -1 | 2 | 0 | 5
COc1ccc(-c2[nH]ncc2Oc2ccccc2OC)c(O)c1 | -4 | 1 | 1 | 6 | 1 | 9 | 7 | 3 | 1
COc1ccccc1NC(=O)C(C)n1cnc2c(oc3nc4c(cc32)CCCC4)c1=O (centres undefined) | 2 | 10 | -12 | -1 | 0 | -1 | 7 | 3 | 0
CCOc1ccccc1N(C)C(=O)Cn1ncc2c([nH]c3ccccc32)c1=O | -1 | 3 | -9 | 2 | 4 | 0 | 1 | -3 | 1
Cc1cc2cc(CN(CCN(C)C)C(=S)NCc3ccco3)c(=O)[nH]c2cc1C | 1 | -3 | -15 | -1 | 3 | 8 | -5 | -2 | 0
N#CCCN(C(=O)COC(=O)CCC(=O)c1ccc(F)cc1)c1ccccc1 | 0 | 6 | 26 | 1 | 1 | -2 | 0 | nt | 0
C/C(=N\NC(=O)CC1N=C(Cc2ccccc2)NNC1=O)c1ccc(Cl)cc1Cl (centres undefined) | -3 | 4 | -3 | 6 | 8 | 11 | -6 | 0 | 2
Cc1nc([N+](=O)[O-])c(Sc2nc3ccccc3[nH]2)n1Cc1ccccc1 | 4 | 4 | 7 | 5 | -1 | 10 | 3 | -3 | 1
CSCCC(NC(=O)c1ccco1)C(=O)OCC(=O)N(Cc1ccccc1)C(C)(C)C (centres undefined) | 1 | 2 | 6 | -10 | 4 | 4 | -3 | 4 | -3
C=CCc1cc(Cl)ccc1OCCNCCCOC | 1 | 2 | 4 | 0 | -3 | 11 | 1 | 7 | 3
O=C(CCn1c(=O)[nH]c2ccccc2c1=O)N1CC=C(c2ccccc2)CC1 | -1 | -3 | 7 | 0 | 8 | -1 | -6 | -14 | -4
O=C(COC(=O)Cn1ccc(=O)[nH]c1=O)Nc1ccc(F)cc1 | nt | nt | 3 | -5 | 4 | 10 | nt | nt | -2
CC1CCCC(NC(=S)NC(=O)c2ccccc2Br)C1C (centres undefined) | -3 | -6 | -17 | 0 | 10 | 5 | -2 | -5 | -1
Nc1ccc(S(=O)(=O)N2CCCC2C(=O)O)cc1 (centres undefined) | 0 | 0 | -1 | 2 | 0 | -2 | 2 | -4 | 1
COc1ccc(CNC(=O)CCSCc2ccccc2C)cc1 | 4 | 4 | 6 | 7 | 4 | 2 | 0 | 8 | 2
Cc1cccc(S(=O)(=O)N2CN(CC3CCCO3)c3nc4ccccc4nc32)c1 (centres undefined) | -3 | -1 | 4 | 3 | 3 | 6 | 12 | 5 | 2
O=C1C=C(c2ccccc2)C(O)(c2ccccc2)C1 (centres undefined) | 2 | -1 | -6 | 0 | 8 | 11 | 7 | -2 | 1
O=C(Cn1cnc2c(NCc3ccccc3)ncnc21)NCc1ccc2c(c1)OCO2 | nt | nt | nt | -2 | 2 | 3 | nt | nt | -3
CCn1c(COc2ccc(=O)n(-c3ccccc3)n2)nnc1SCC(=O)OC | -1 | -3 | 5 | 4 | 2 | 3 | 5 | -4 | 9
CSc1nc(NC(C)(C)C)nc(Oc2ccc(=O)n(C)n2)n1 | 3 | 10 | 7 | 5 | -9 | -8 | -4 | 1 | -1
Cc1cnc(NC(=O)C2=C(O)c3ccccc3S(=O)(=O)N2C)s1 | 1&0&-2&0 | -1&-2&-5&-1 | 8&-5&-5&-10 | 4&10&7&11 | -1&-1&-4&5 | 1&5&-3&1 | 5&-4&0&-9 | -1&0&0&3 | -9&-2&4&5
CCOC(=O)N1CCN(C(=O)C(NC(=O)c2ccco2)C(C)C)CC1 (centres undefined) | 2 | 4 | 10 | -3 | 6 | 5 | -2 | 3 | -2
Cn1c(NCCCO)nc2c(c1=O)C1(CCCCC1)Cc1ccccc1-2 | 1 | 4 | 1 | -1 | 19 | 5 | 1 | -3 | -2
Cc1ccc(S(=O)(=O)c2nc(-c3ccccc3)oc2NCc2cccnc2)cc1 | -4 | 1 | 6 | 0 | 10 | 2 | 13 | 0 | -3

Continued.
SMILES | LYPLA1 inh | LYPLA2 counter | PREPL inhibitor | pPAFAH inh | PAFAH1B2 FP inh | PAFAH1B3 inh | PME-1 primary | GSTO1 counter | PAD4 FP inh
CC(=O)Oc1ccccc1C(=O)O | 3 | 5 | -3 | 3 | -2 | 6 | -2 | 0 | 1
Cc1cccc(C)c1N(CC(=O)N1CCN(c2ccccc2F)CC1)S(C)(=O)=O | -4 | -5 | -2 | 5 | -4 | 6 | -6 | 4 | -1
O=C(CCCC(=O)c1ccc(F)cc1)c1ccc(F)cc1 | -2 | -3 | -1 | -3 | 3 | 17 | -5 | -3 | 2
Cc1ccc2c(c1)-c1[nH]c(=S)ncc1CS2 | 7 | 6 | 0 | 3 | 10 | 13 | 0 | -6 | 8
